S-ASM inh: blocks human secretory acid sphingomyelinase; placental ASM, HMU-PC fluorogenic substrate, 60 min; Potency, µM (highest dose often 57.5 µM), for the others: top-dose activity change, negative = inhibition, actives largely listed as inhibitors; 340,000 compounds, 0.006% hits; AID 504937; also: potency is read from the fitted curve at half-maximal effect
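HMU-PC0 cleavage (9 uM final) by human placental ASM, 60 min at 37 °C following 10 min compound exposure at RT; stopped at pH 10, fluorescence Ex 386/Em 447 nm.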
Mito fusion yeast: inhibitors of mitochondrial division or activators of mitochondrial fusion; S. cerevisiae fusion-defective mutant growth rescue, CellTiterGlo 48 h; Potency, µM (top dose mostly 46.1 µM), inactives show at the highest dose growth rescue (activation), actives largely listed as activators; 320,000 compounds, 0.23% hits; AID 485298;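 also: potency is read from the fitted curve at half-maximal effect; % of control where 0% means no effect; nearly all actives have a fitted effect of over 45% in size; temperature-sensitive fusion mutants such as fzo1-1 at 37 °C on non-fermentable ethanol glycerol medium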
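S. cerevisiae fusion-defective temperature-sensitive mutants (e.g. fzo1-1, mgm1-5) grown 48 h at 37C in YPEG (ethanol/glycerol non-fermentable) medium with 23 nl compound per well; growth rescue read as CellTiterGlo luminescence.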
a7 integrin act: activators of alpha7 integrin expression for muscular dystrophy; 350,000 compounds, 0.064% hits; alpha7betagal myoblasts, beta-gal FDG fluorescence, 48 h; AID 624291; Potency, µM (titrated, usually from 38.3 µM), inactives show at the top dose activation, most hits filed as activators;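 also: potency is read from the fitted curve at half-maximal effect; 100% = response of the positive control SU9516; nearly all actives have a fitted effect of over 60% in size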
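alpha7betagal+/- myoblasts (passage 13, 250/well) treated 48 h at 37C with compounds at 1:260 dilution of DMSO stock. Lysed, then beta-galactosidase activity read as FDG fluorescence (ex 480/em 540) after 30 min, with pre-read for autofluorescence.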
TSHR antagonist: human thyrotropin receptor antagonism | activity change, negative = inhibition, % at 11.5 µM | P16473 | 330,000 compounds, 0.2% hits | TSHR-expressing cells, TSH-stimulated cAMP HTRF, 2 h; hits give low values;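 active = activity change below a set negative limit, meaning inhibition stronger than a set level, cut at about -70% in these data; inconclusive = activity change between two set negative limits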; also: % is scaled to controls: 0 for no effect and ±100 for the full control effect
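Freshly harvested TSHR cells receive pin-tooled compound, then EC80 TSH at 4nM final. After 2 hours at 37 deg C, antibody in lysis buffer and cAMP-d2 are added; 30 minutes at ambient temperature precede the HTRF read.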
A-T KAP1 phos: potential ataxia-telangiectasia treatments restoring KAP-1 phosphorylation | […] A-T fibroblasts, KAP-1 phosphorylation AlphaLISA; neocarzinostatin DNA damage 30 min before lysis | Potency, µM (titrated, usually from 57.5 µM), inactives show at the top dose activation, most hits filed as activators | 320,000 compounds, 0.19% hits | AID 485349; also: potency is read from the fitted curve at half-maximal effect; % of control where 0% means no effect; nearly all actives have a fitted effect of over 45% in size
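ATM-like activity read as KAP-1 phosphorylation via AlphaLISA donor/acceptor antibody pairs after lysis and 6 hr at 25C. Cells were ATM-null patient fibroblasts ([…], hTERT), dosed 60 min, then exposed to the DSB inducer NCS for 30 min.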
ELG1 DNA repair: ELG1-dependent DNA repair inhibition; HEK293T ELG1-luciferase reporter, luminescence, 16 h; DNA damage induced by 5-fluorouridine; Potency, µM (titrated, usually from 46.1 µM), without a hit: top-dose activity change, negative = inhibition, most hits filed as inhibitors; 330,000 compounds, 2.3% hits; AID 504467; also: potency is read from the fitted curve at half-maximal effect; % is scaled to controls: 0 for no effect and ±100 for the full control effect; nearly all actives have a fitted effect of over 55% in size
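HEK293T cells expressing luciferase-tagged ELG1 (2,000/well) received 5-Fluorouridine plus compound or DMSO for 16 hr at 37 °C. Luciferase was read by ONE-Glo luminescence after 30 min at room temperature.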
Tb PFK inh: T. brucei PFK enzyme inhibition. Potency, µM (top dose mostly 57.5 µM), inactives show at the top dose activity, negative = inhibition, hits mostly inhibitors. T. brucei PFK, ADP-Glo luminescence. 330,000 compounds, 0.17% hits. O15648;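 also: potency is read from the fitted curve at half-maximal effect; 0% = uninhibited 1x PFK enzyme wells and -100% = no-enzyme wells; nearly all actives have a fitted effect of over 60% in size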
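In TEA buffer at pH 8.0 with 5 mM MgCl2, enzyme (1.25 nM) converted F6P (0.5 mM) and ATP (0.1 mM) for 45 min at room temperature. ADP product was read by luciferase luminescence.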
TSG101-PTAP inh: blocks PTAP/TSG101 interaction to inhibit HIV-1 budding | 340,000 tested, under 10 active | Fluorescence polarization, FITC-PTAP peptide / Tsg101 binding | Potency, µM (titrated, usually from 115 µM), for inactives: top-dose activity change, negative = inhibition, hits mostly inhibitors | AID 493005 | Q99816; active = well fitted inhibition curve with a large enough effect in the main read-out, with a control signal flat, not every such curve was filed as active; inconclusive = small, poorly fitted or top-dose-only effect, or effect the other way, or a change in a side signal; inactive = no such curve, though single readings can be large or run the other way; also: potency is read from the fitted curve at half-maximal effect; % of control where 0% means no effect
Target sequence (Q99816 whole entry, looked up): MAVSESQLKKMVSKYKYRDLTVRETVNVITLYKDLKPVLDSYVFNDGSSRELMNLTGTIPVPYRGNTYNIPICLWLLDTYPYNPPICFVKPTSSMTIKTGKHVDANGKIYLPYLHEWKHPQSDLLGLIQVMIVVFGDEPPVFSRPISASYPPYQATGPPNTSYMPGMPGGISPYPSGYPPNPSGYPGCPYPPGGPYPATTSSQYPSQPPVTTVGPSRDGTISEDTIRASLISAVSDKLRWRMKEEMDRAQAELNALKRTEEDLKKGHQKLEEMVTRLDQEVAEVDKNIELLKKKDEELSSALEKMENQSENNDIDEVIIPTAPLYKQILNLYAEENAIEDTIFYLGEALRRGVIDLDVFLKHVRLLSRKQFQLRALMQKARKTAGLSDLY
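FP read-out: FITC-PTAP peptide, 50 nM final, binding Tsg101 binding domain, 10 uM final; 20 min, r.t.; 10 mM HEPES pH 7.5, 0.15 M NaCl, 0.01% Tween 20, 3 mM EDTA, 0.1 mM TCEP.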
Eya2 phos inh: Eya2 (human) phosphatase inhibition; O00167; 330,000 compounds, 0.006% hits; Potency, µM (highest dose often 76.9 µM), inactives show at the top dose activity, negative = inhibition, most hits filed as inhibitors; recombinant Eya2, OMFP fluorescence dephosphorylation (OMFP is methylfluorescein phosphate); also: potency is read from the fitted curve at half-maximal effect; % is scaled to controls: 0 for no effect and ±100 for the full control effect
Target sequence (O00167 whole entry, looked up): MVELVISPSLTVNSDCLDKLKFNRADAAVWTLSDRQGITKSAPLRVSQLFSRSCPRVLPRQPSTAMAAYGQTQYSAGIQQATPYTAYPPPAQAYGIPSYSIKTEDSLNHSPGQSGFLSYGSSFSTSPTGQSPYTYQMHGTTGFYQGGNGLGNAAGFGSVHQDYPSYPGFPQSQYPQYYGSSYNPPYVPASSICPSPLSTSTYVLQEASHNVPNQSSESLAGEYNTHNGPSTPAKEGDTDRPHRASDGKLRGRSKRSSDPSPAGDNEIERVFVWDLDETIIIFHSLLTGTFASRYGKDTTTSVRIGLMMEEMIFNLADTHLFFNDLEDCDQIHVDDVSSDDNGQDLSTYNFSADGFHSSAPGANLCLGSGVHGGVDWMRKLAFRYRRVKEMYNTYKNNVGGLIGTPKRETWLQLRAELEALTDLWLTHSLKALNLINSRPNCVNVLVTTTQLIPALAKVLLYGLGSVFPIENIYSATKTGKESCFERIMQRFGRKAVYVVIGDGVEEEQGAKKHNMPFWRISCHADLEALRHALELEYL
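Eya2 protein (added as 0.2 uM solution) was preincubated with compound for 10 min at ambient temperature in 50 mM HEPES pH 7.5, 50 mM NaCl, 5 uM MgCl2, 0.05% BSA, 1 mM DTT. OMFP (added at 50 uM) then reacted 10 min; fluorescence read at 485/525 nm.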
BCR signal inh: blocks chronic active B-cell receptor signaling. ABC-DLBCL IkBa-CBG/CBR reporter, luminescence ratio, 4 h. Potency, µM (series often up to 46.1 µM), for inactives: top-dose ratio change, negative = lower green/red ratio, most hits filed as inhibitors. 340,000 compounds, 0.05% hits. AID 493014; active = well fitted inhibition curve with a large enough effect in the signal ratio, with a control signal flat, not every such curve was filed as active; inconclusive = small, poorly fitted or top-dose-only effect, or effect the other way, or a change in a side signal; the % refers to the signal ratio;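 also: potency is read from the fitted curve at half-maximal effect; plate controls were basal doxycycline-induced cells for no effect and cells given 10 µM MG132 for full effect; MG132 reads +100%, hits lower the ratio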
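Cell line TMD8 (human ABC DLBCL), stably expressing tet-inducible CBG68-IkBa fusion and CBR; IMDM/0.5% FBS; cpd up to 46 uM; dox induction, 4 h, 37C/5% CO2; dual luminescence; green/red ratio; MG132 control.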
TCR act: activators of T cell receptors; primary human leukocytes, anti-CD3, IL-2 HTRF, 48 h; Potency, µM (series often up to 9.22 µM), without a hit: at the top dose activation of IL-2 secretion, hits mostly activators; 330,000 tested, under 10 active; AID 504894; also: % of control where 0% means no effect
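TCR engagement came from a-CD3 beads alone, with compounds added to primary human leukocytes for 48 hr. Secreted IL-2 bridged europium cryptate- and d2-labelled anti-IL-2 antibodies, giving FRET emission at 665nm after 320nm excitation.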
* marks the source's active call; other numbers are inactive results; ? = inconclusive; · = not tested or not shown; [ ] = remark or other dose. Unless noted, calls follow the shape of the dose curve; as a rule, active = well fitted curve in the direction sought with a large enough effect; inconclusive = small, poorly fitted or top-dose-only effect, or another doubt; inactive = no such curve, though single readings can be large; an effect the other way counts as inactive or inconclusive. Compounds were not picked by outcome; about 3.2% have a hit in one of these screens.

SMILES | S-ASM inh | Mito fusion yeast | a7 integrin act | TSHR antagonist | A-T KAP1 phos | ELG1 DNA repair | Tb PFK inh | TSG101-PTAP inh | Eya2 phos inh | BCR signal inh | TCR act
COc1ccccc1C(=O)NCCC(=O)NCC(C)(C)N1CCOCC1 | 2% | 1% | -11% | 7 | 3% | 16% | -4% | -5% | -1% | 5% | -4%
CCOc1ccc2nc(N(CCN(C)C)C(=O)/C=C/c3cccs3)sc2c1 | 2% | 3% | -59%[inhibitor] | -8 | -6% | -1% | -1% | 0% | -3% | ? | 0%
COc1ccc(CCNC(=O)c2cc(COc3c(F)cccc3F)on2)c(OC)c1 | 0% | 1% | -9% | -21 | 1% | ? | 7% | · | 0% | -18% | -2%
O=C(NC1CCCC1)c1cc2ccccc2o1 | 6% | 0% | 0% | 4 | 22% | ? | -4% | 7% | -4% | ? | 1%
CCC(CC)c1nnc(NC(=O)CCN2C(=O)c3ccccc3C2=O)s1 | -1% | -5% | -1% | 14 | 1% | -1% | 2% | -9% | -2% | 4% | 1%
COC(=O)c1ccc(/C=C2\SC(=S)N(CCCC(=O)NCCCN3CCOCC3)C2=O)cc1 | -10% | 16% | -35% | -1 | 4% | -10% | 2% | -4% | ? | ? | 0%
O=C1c2ccsc2SCCN1Cc1c(Cl)cccc1Cl | 2% | 7% | ? | -17 | 4% | 2% | -5% | -3% | -11% | -2% | 1%
O=C(O)c1ccc(N2CCOCC2)c(N2C(=O)C3C4C=CC(C4)C3C2=O)c1 (centres undefined) | 4% | 2% | 2% | 1 | -1% | -16% | 2% | 1% | 7% | -1% | -4%
O=C(COC(=O)c1cccs1)Nc1ccccc1[N+](=O)[O-] | 4% | -1% | 25% | -2 | -11% | 9% | -2% | 0% | 1% | -1% | -37%
O=C(O)CC1S/C(=N/N=C/c2ccc(-c3ccc(Cl)c([N+](=O)[O-])c3)o2)NC1=O (centres undefined) | -4% | -1% | 10% | -1 | -12% | 6% | 2% | -9% | -19% | 13% | 2%

Compound profiles, from the list above. Order of values: S-ASM inh | Mito fusion yeast | a7 integrin act | TSHR antagonist | A-T KAP1 phos | ELG1 DNA repair | Tb PFK inh | TSG101-PTAP inh | Eya2 phos inh | BCR signal inh | TCR act
CCC(CC)c1nnc(NC(=O)CCN2C(=O)c3ccccc3C2=O)s1 is listed as -1% | -5% | -1% | 14 | 1% | -1% | 2% | -9% | -2% | 4% | 1%
CCOc1ccc2nc(N(CCN(C)C)C(=O)/C=C/c3cccs3)sc2c1 is listed as 2% | 3% | -59%[inhibitor] | -8 | -6% | -1% | -1% | 0% | -3% | ? | 0%
O=C(O)c1ccc(N2CCOCC2)c(N2C(=O)C3C4C=CC(C4)C3C2=O)c1 (centres undefined) is listed as 4% | 2% | 2% | 1 | -1% | -16% | 2% | 1% | 7% | -1% | -4%

Next entries
SMILES | S-ASM inh | Mito fusion yeast | a7 integrin act | TSHR antagonist | A-T KAP1 phos | ELG1 DNA repair | Tb PFK inh | TSG101-PTAP inh | Eya2 phos inh | BCR signal inh | TCR act
CC1(C)COC2(OC1)C(=O)N(CN1CCOCC1)c1ccccc12 | -3% | -5% | 6% | -10 | -1% | 13% | 0% | -2% | -3% | -14% | 6%
CN(C)CCNc1c2c(c(C#N)c3nc4ccccc4n13)CCCC2 | 323%[activator] | -22% | -38% | -11 | -5% | 6% | 4% | -11% | -6% | 7% | -6%
CN(C)c1ccc(/C=C/C(=O)c2c(O)c3ccccc3oc2=O)cc1 | 6% | 3% | -8% | -3 | -8% | ? | -10% | ? | 5% | ? | 14%
CCC(=O)c1cc(F)ccc1OCC(=O)Nc1ccc2c(c1)OCCO2 | 0% | -8% | ? | 3 | 8% | -13% | -1% | 1% | -2% | ? | -29%
CCOC(=O)N1CCC(NC(=O)C(C)n2c3ccccc3c3cnn(C)c(=O)c32)CC1 (centres undefined) | 0% | 7% | -26% | 11 | 28% | 1% | 1% | 1% | -8% | -1% | -1%
Cc1ccc(S(=O)(=O)NC(C(=O)OCC(=O)NC(=O)c2cccn2C)C(C)C)cc1 (centres undefined) | -3% | 4% | 18% | -1 | -2% | -7% | 1% | -9% | 9% | -1% | 23%
COC(=O)c1c(F)c(F)c(N2CCOCC2)c(F)c1F | -2% | 0% | 2% | -7 | 9% | 13% | 2% | -5% | 8% | ? | ·
CCOC(=O)N1CCN(C(=O)COc2cccc3c2CCN(Cc2ccccc2F)C3=O)CC1 | 7% | -1% | 1% | -4 | 6% | ? | 0% | -4% | 5% | ? | -2%[46.1 µM]
CC(C)Cn1c(N)c(C(=O)CSc2nc3ccccc3c(=O)n2CCCN2CCOCC2)c(=O)n(C)c1=O | · | 14% | · | 1 | 4% | ? | -3% | · | -9% | 0% | ·
COc1cccc(CNC(=O)C2CCN(S(=O)(=O)c3ccc(-n4cnnn4)cc3)CC2)c1 | 1% | -1% | 5% | 20 | 1% | 1% | 0% | -8% | 2% | 7% | -14%
Cc1ccc(NC(=O)CSCC(=O)Nc2cc(Cl)ccc2N2CCN(C)CC2)cc1 | 8% | -4% | -51%[inhibitor] | 13 | 4% | 4% | 12% | 0% | -10% | -10% | 3%
COc1ccc(NC(=O)C(=O)N/N=C/c2cccnc2)cc1 | 1% | -5% | 18% | -1 | 7% | 0% | -1% | -1% | -1% | 4% | -2%
Cn1nc(C(=O)OCC(=O)NCc2ccc(Cl)cc2)c2ccccc2c1=O | -9% | · | -9% | -4 | 3% | 0% | -13% | -7% | 4% | -4% | -3%
O=C(Cn1cnc2ccccc2c1=O)Nc1ccc(N2CCOCC2)cc1 | 5% | -9% | -3% | 7 | -5% | 12% | -8% | 2% | -2% | 8% | -21%
CCOC(=O)C1(CCOc2ccccc2)CCN(Cc2ccc(OC)c(O)c2)CC1 | 4% | -3% | -46%[inhibitor] | 47 | · | ? | 1% | 0% | 1% | ? | -6%
CCOc1ccc(Br)cc1/C=N/NC(=O)c1ccncc1 | 2% | -3% | 2% | -4 | 1% | 0% | 0% | 1% | -15% | ? | 0%
N#Cc1c(NC(=O)C2CC2)sc2c1CCCCC2 | 3% | 16µM* | -13% | 2 | 1% | ? | 2% | -2% | 0% | 0% | 0%
O=C(O)c1ccc(NC(=O)c2cc3ccccc3o2)cc1 | 8% | 1% | 9% | -16 | 2% | ? | 3% | -1% | 5% | ? | 3%
COC(=O)NNC(=O)c1ccc(C)c(Br)c1 | 2% | -28% | 7% | 1 | 9% | 6% | 1% | 1% | 2% | ? | -2%[46.1 µM]
O=C(Nc1cccc(S(=O)(=O)Nc2ccc(SC(F)F)cc2)c1)C1CCC1 | -13% | · | -59%[inhibitor] | -8 | 12% | -30% | 0% | -5% | -13% | -21% | 2%[46.1 µM]
Cn1c(=O)n(CC(=O)N2CCN(c3nnc(-c4ccccc4)c4ccccc34)CC2)c2ccccc21 | -1% | -1% | -3%[7.66 µM] | -31 | 2% | ? | -1% | -6% | 11% | 6% | -2%

Screens: PubChem BioAssay, National Center for Advancing Translational Sciences (NCATS)
